Screening data (PubChem BioAssay)
P. falciparum M1AAP: P. falciparum M1AAP inhibitors, biochemical, fluorogenic H-Leu-NHMec substrate, 1536-well (AID 1445) | recombinant M1AAP, H-Leu-NHMec fluorogenic kinetic assay; higher % means a stronger effect | one-dose inhibition, % at 30 µM; IC50 in µM for titrated hits | 220,000 tested, 0.42% active;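 active = primary inhibition above the hit cutoff, then over 50% inhibition at one or more dose response concentrations, cut at about 23% in these data, passing the limit was not always enough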;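 also: plate controls were DMSO full reaction for no effect and no enzyme background for full effect; strong numbers were not always called active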
MT stabilizer: stabilizes microtubules in HeLa cells | % tubulin-high responders, % at 10 µM | HeLa tubulin immunostaining HCS, 24 h; share of cells brighter than vehicle mean+2SD | AID 2205 | 200,000 tested, 0.83% active;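 active = plate Z-score above 3 for both tubulin-high and condensed-nucleus cell shares, with cell loss under 80%, at 10 µM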;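 also: anti alpha tubulin signal scored within the nucleus-defined area of each cell; some results filed as inactive read as strong as hits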
bCat nuc transl: modulators of beta-catenin nuclear translocation | HeLa beta-catenin nuclear translocation, immunofluorescence imaging | nuclear translocation activity, % at 5 µM | 190,000 tested, 0.3% active | AID 1665;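 active = nuclear translocation activity above 50% at 5 µM, with a well cell count of 50 or more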;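 also: per-cell ratio of nuclear to cytoplasmic median beta-catenin stain intensity; plate controls were DMSO negative control for no effect and GSK-3 inhibitor IX positive control for full effect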
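Test system: human HeLa cells, native beta-catenin. Compound dosing: 5 µM primary single dose, 0.1% DMSO, 0.02–20 µM confirmation series. Incubation: compound exposure 24 h at 37°C. Detection: beta-catenin immunostaining with DAPI counterstain, 20x imaging, 6 fields/well. Read-out basis: Nuclear/cytoplasmic beta-catenin signal ratio, % activation.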
Autophagy HCS: autophagy modulation, high-content screen; 190,000 tested, 0.98% active; calls only at 10 µM (by protocol); MEF GFP-LC3 puncta imaging; test concentration mostly 10 µM;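 active = percentage of spot-positive cells more than 3 SD above its plate mean, without a fluorescence outlier flag or 80% toxicity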;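 also: spot-positive cell cutoff set from DMSO-treated cells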
WT yeast gro inh: growth inhibition of WT yeast, mitochondrial fusion screen | AID 1362 | inhibition, % at 10 µM | 190,000 tested, 2.1% active | mitochondrial fusion phenotypic screen, WT strain; in the data active = inhibition above about 58%; tested in S. cerevisiae
P. falciparum M17LAP: P. falciparum M17LAP inhibitors, primary screen, biochemical, fluorogenic H-Leu-NHMec substrate, 1536-well (AID 1619) | 220,000 tested, 0.38% active | recombinant M17LAP, H-Leu-NHMec fluorogenic kinetic assay; higher % means a stronger effect | inhibition, % at 30 µM; hits with a dose series show IC50 in µM;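 active = compound inhibiting the enzyme by more than half at any dose during confirmatory dose-response retesting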;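 also: plate controls were full reaction with DMSO carrier for no effect and no enzyme background for full effect; strong numbers were not always called active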
Dynein transport: dynein cargo transport inhibition | z-score, hits read low | 220,000 tested, 0.47% active | AID 1381 | 3617.4 mouse cells, GR-EGFP nuclear translocation imaging; test concentration mostly 20 µM; stimulated with dexamethasone, 1 µM; hits give low values;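 active = plate z-score of nuclear minus cytoplasmic receptor signal below a set negative limit, without overly bright fluorescence or cell loss, cut at about -3.5 in these data, passing the limit was not always enough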;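 also: z-score of nuclear minus cytoplasmic ring GR-EGFP intensity difference per well; some compounds called inactive have numbers as strong as hits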
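Schedule: 48 h induction, then 1 h compound, then 30 min agonist, 37 °C. Buffer or medium: tetracycline-free induction medium containing charcoal-stripped FBS. Reagent: 1.0 µM final dexamethasone stimulus. Evaluation: nuclear versus cytoplasmic GR-EGFP signal, averaged per well. Signal: high-content fluorescence imaging after fixation.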
Yfh1-depleted yeast: mitochondrial function rescue without frataxin homolog – Friedreich's ataxia, plus single-dose screen, dose response (AID 1465); S. cerevisiae Yfh1-off respiration, WST-1 reduction, 72 h; higher fold induction means a stronger effect; fold induction at 50 µM; hits with a dose series show EC50 in µM; 220,000 tested, 0.074% active;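 active = fold induction of absorbance versus untreated yeast above a set limit, then at least 30% activation at any dose in follow-up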;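 also: activators that raise dye reduction in frataxin-depleted yeast; strong numbers were not always called active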
T cell modulator: modulates CD8 T cell binding to vesicles | 2C CD8+ T cell-vesicle binding, flow cytometry; hits give low values | calls only at 7 µM | 330,000 tested, 0.068% active;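 active = response, share of CD8 T cells binding vesicles, and their 90th percentile fluorescence all below set limits, cut at about 80% in these data, passing the limit was not always enough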
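material = purified 2C TCR transgenic mouse naive CD8+ T cells | controls = Unloaded micro-vesicles (low), QL9 vesicles with 0.7% DMSO (high) | detection = cytometric PE anti-B7-1 and Alexa647 anti-CD8 signals after 1% paraformaldehyde fixation | incubation = binding step 1.5 h, 37 °C, antibody labelling 20 min, ice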
WT yeast gro inh mutant strain: further read-out of WT yeast gro inh, marked with its call; inhibition, %; mitochondrial fusion phenotypic screen, mutant strain inhibition
Dynein transport cytoplasmic EGFP: further read-out of Dynein transport, marked with its call; z-score; measured here: cytoplasmic GR-EGFP intensity; hits give high values
Dynein transport nuclear GR-EGFP: second read-out of Dynein transport, no call of its own (marks repeat the call); z-score; measured here: nuclear GR-EGFP intensity;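 lower value marks the stronger effect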
Dynein transport cell count: further read-out of Dynein transport, marked with its call; z-score; measured here: cell count per field
bCat nuc transl cell count 5 µM: further read-out of bCat nuc transl, marked with its call; cell count; measured here: cell count, cytotoxicity flag
T cell modulator vesicle-bound %: recorded beside T cell modulator, whose call it bears; double positive events, %; measured here: CD8+ vesicle-bound cell fraction;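 binding gate set so that unloaded-vesicle control wells show 10% double positive cells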
MT stabilizer Hoechst-high %: second read-out of MT stabilizer, no call of its own (marks repeat the call); % Hoechst-high responders; measured here: nuclear condensation Hoechst responders;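 share of cells brighter than vehicle mean plus two SD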
MT stabilizer cytotoxicity %: also measured in MT stabilizer; calls as there; toxicity, %; measured here: cytotoxicity by cell density;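 0% = mean cell density of plate MIN control wells and 100% = no cells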
Autophagy HCS cell loss 18 h: further read-out of Autophagy HCS, marked with its call; toxicity, %; measured here: cell loss, nuclei count;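 cell loss after 18 h compound exposure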
Numbers without * were called inactive; i = inactive; . = not tested or not shown; + = active, no number.

SMILES | P. falciparum M1AAP | MT stabilizer | MT stabilizer Hoechst-high % | MT stabilizer cytotoxicity % | bCat nuc transl | bCat nuc transl cell count 5 µM | Autophagy HCS | Autophagy HCS cell loss 18 h | WT yeast gro inh | WT yeast gro inh mutant strain | P. falciparum M17LAP | Dynein transport | Dynein transport cytoplasmic EGFP | Dynein transport nuclear GR-EGFP | Dynein transport cell count | Yfh1-depleted yeast | T cell modulator | T cell modulator vesicle-bound %
COC(=O)Cn1nc(-c2ccccc2)c2ccccc21 | 5% | 5.0 | 1.8 | 11 | -1.0 | 1149 | i | 13 | 11 | 6 | -11% | 1.3 | -0.34 | 0.9 | -1.5 | i | i | 39
COC(=O)Cc1cccc2c(=O)c3ccccc3oc12 | 5% | . | . | . | 0.2 | 1330 | . | . | . | . | -4% | 0.9 | -0.22 | 0.41 | -0.35 | i | i | 4
O=C(CSCc1c(F)cccc1Cl)NCCSCc1ccco1 | 9% | 1.1 | 2.8 | 7.8 | 0.9 | 1518 | i | -4 | -8 | 8 | 3% | -0.45 | -0.28 | 0.097 | 0.06 | i | i | 40
CCN(CC)c1cc(C)c2cc(NC(=O)c3ccccc3OC)ccc2n1 | 16% | 2.1 | 1.5 | 0.8 | . | . | i | 1 | 1 | 1 | 13% | -0.31 | -0.26 | 0.0063 | 0.66 | i | i | 26
CCCCOC(=O)CSC1=C(C#N)C(c2ccc3c(c2)OCO3)CC(=O)N1 (stereo unspecified) | 1% | 9.4 | 1.0 | 10 | -6.8 | 1219 | i | 12 | 19 | 12 | 8% | 0.15 | -0.045 | 0.78 | 0.047 | i | i | 37
CC(=O)c1c(C)[nH]c(C(=O)Nc2ccc(C)cn2)c1C | 1% | 6.0 | 3.2 | 4.1 | . | . | i | 10 | -11 | 1 | -8% | 0.0079 | -0.21 | 0.28 | -0.15 | i | i | 52
COc1ccc(/C=C2/SC(=S)N(CCC(=O)O)C2=O)cc1 | 10% | 2.6 | 0.8 | 6.6 | -0.5 | 1414 | i | 7 | 0 | 4 | 39% | -0.69 | -0.18 | 0.059 | 0.4 | i | i | 10
COc1ccc(CN(CCC(c2ccccc2)C2CCOC(C)(C)C2)C(C)=O)cc1 (stereo unspecified) | -1% | 3.7 | 4.0 | 8.2 | -2.6 | 521 | i | 7 | 16 | -9 | -3% | -0.2 | -0.16 | -0.55 | -0.0054 | i | i | 19
Cc1ccc(S(=O)(=O)N2CCCCC2C(=O)O)s1 (stereo unspecified) | 2% | 2.1 | 1.6 | 5.4 | -3.6 | 1081 | i | -42 | 1 | 3 | 1% | -0.49 | -0.29 | -0.15 | 0.82 | i | i | 27
COCCNC(=O)C(c1ccncc1)N(C(=O)c1sc(C)nc1C)c1cccc(C)c1 (stereo unspecified) | 6% | 1.2 | 2.3 | 13 | 0.3 | 1432 | i | 7 | -5 | -7 | -4% | -0.83 | -0.23 | -0.32 | 0.36 | i | i | 51
Cc1ccc(NC(=O)CN2C(=O)N/C(=C/c3ccc(C)o3)C2=O)cc1 | 7% | 1.5 | 1.2 | 7.8 | -3.3 | 1540 | i | 2 | 22 | 23 | 71% | -1 | 0.19 | -0.44 | 0.73 | i | i | 24
COc1cccc(-n2c(SCc3c(C)noc3C)nnc2-c2cccc(S(=O)(=O)N(C)C)c2)c1 | 3% | 1.6 | 1.0 | 7.7 | 0.7 | 832 | i | 36 | 2 | 10 | 1% | -0.7 | -0.19 | -0.41 | 0.4 | i | i | 44
Cc1nnc(C)n1/N=C/c1ccccc1 | -5% | 2.7 | 2.0 | 12 | -1.3 | 1333 | i | 4 | -8 | 8 | -4% | 1.2 | -0.25 | 0.72 | -0.0025 | i | i | 45
CC(=O)NCCNC(=O)[C@H](Cc1ccccc1)NC(=O)c1cccs1 | 6% | 1.4 | 1.4 | 3.0 | . | . | i | 22 | 5 | 7 | 13% | -0.022 | -0.22 | 0.39 | -0.89 | . | i | 46
COC(=O)c1c(C)oc2ccc(N(C(=O)c3ccncc3)S(=O)(=O)c3ccccc3)cc12 | 7% | 1.7 | 1.1 | 13 | 0.5 | 1273 | i | 11 | 24 | -4 | -2% | -1.1 | -0.011 | -0.93 | 1.3 | i | i | 48
O=C(CN1CCN(Cc2ccc(Cl)cc2)CC1)N/N=C/c1cccc(F)c1 | 4% | . | . | . | 0.2 | 1263 | . | . | . | . | 15% | -0.59 | 0.16 | 0.18 | -0.2 | i | i | 25
CCN(Cc1ccc(OC)c(F)c1)C(=O)CCl | 4% | 6.6 | 2.9 | 1.7 | 2.7 | 1008 | i | 13 | 0 | 11 | 4% | -4.3* | 0.64* | -1.9* | 0.61* | i | i | 23
O=[N+]([O-])c1c(Nc2ccccn2)cc(Cl)c2nonc12 | 3% | . | . | . | -0.4 | 1293 | . | . | . | . | 12% | 3.3 | 9.9 | 4 | -2.9 | i | i | 9
Cc1ccc(C)n1-c1ccncc1 | 4% | 5.0 | 3.4 | 6.7 | -0.5 | 1182 | i | 4 | -3 | 1 | 3% | 0.76 | -0.13 | 0.79 | -0.3 | i | i | 20
CCC(C)Nc1nc(-c2cccc(OC)c2O)nc2ccccc12 (stereo unspecified) | 13% | 2.6 | 2.2 | 10 | -4.4 | 1236 | i | -11 | 6 | 3 | 7% | 0.079 | -0.29 | 0.23 | -0.44 | i | i | 54
O=C(O)CCCC(=O)N1CCN(c2cccc(Cl)c2)CC1 | 20% | 1.6 | 1.7 | 7.6 | -1.8 | 743 | i | 2 | -3 | -6 | 7% | -0.45 | -0.21 | -0.23 | 1.5 | i | i | 43
CCN(C(=O)CSc1nnnn1-c1ccccc1)c1c(N)n(Cc2ccccc2)c(=O)[nH]c1=O | -4% | 6.2 | 2.0 | 0.1 | -1.1 | 1110 | i | 11 | 19 | -1 | 0% | 0.87 | -0.19 | 0.63 | -0.46 | i | i | 46
CC(=O)NC1(C(Cl)(Cl)Cl)Oc2ccccc2O1 | 2% | 2.4 | 1.6 | 3.9 | 1.7 | 1357 | i | 9 | 6 | -7 | 3% | -0.084 | -0.22 | -0.18 | 0.4 | i | i | 56
Cc1nc(N2CCN(Cc3ccccc3)CC2)nc2c1C(=O)CC(C)C2 (stereo unspecified) | 0% | 2.4 | 2.9 | 14 | -4.2 | 1068 | i | -9 | 16 | 1 | -8% | -0.26 | -0.21 | 0.04 | 0.2 | i | i | 48
COc1cccc(N=Nc2c(N)[nH]n3c(=O)c4c(nc23)CCCC4)c1 | 2% | 3.3 | 2.8 | 3.0 | 0.6 | 1008 | + | 0.2* | -10 | -7 | -5% | -0.034 | -0.31 | -0.093 | 0.79 | i | i | 38
CC(/C=N/NC(=O)c1c(Br)cnn1C)=C\c1ccccc1 | 13% | 1.6 | 1.3 | 0.6 | . | . | i | -2 | 20 | -1 | 13% | 0.028 | -0.0077 | 0.14 | -0.028 | i | i | 33
CCOCCCNS(=O)(=O)c1ccc(NC(=O)Cc2c(F)cccc2Cl)cc1 | 8% | 3.9 | 1.7 | 3.6 | 2.3 | 1000 | i | -31 | 6 | 4 | -4% | -0.99 | -0.14 | -0.37 | 0.71 | i | i | 45
Cc1ccccc1NC(=O)C(=O)NCc1ccccn1 | 1% | 1.0 | 1.2 | 10 | -1.2 | 1108 | i | 7 | -3 | -8 | 2% | -0.1 | -0.071 | 0.17 | -0.12 | i | i | 12
O=C(Nc1cccnc1)c1ccc(Cl)c(S(=O)(=O)N2CCCCCC2)c1 | 5% | 1.6 | 1.3 | 7.8 | -5.6 | 1133 | i | 5 | 11 | 7 | 9% | 0.61 | -0.19 | 0.0033 | 0.038 | i | i | 34
CCC(=O)N1c2ccc(S(=O)(=O)CCC(=O)NC3CCCC3)cc2CC1C (stereo unspecified) | 4% | 3.0 | 2.1 | 12 | -1.6 | 1413 | i | 0 | -11 | -5 | 12% | -1.6 | 0.31 | -0.79 | 0.5 | . | i | 48

Whole records from above:
Cc1ccccc1NC(=O)C(=O)NCc1ccccn1 in the list: P. falciparum M1AAP: 1%; MT stabilizer: 1.0; MT stabilizer Hoechst-high %: 1.2; MT stabilizer cytotoxicity %: 10; bCat nuc transl: -1.2; bCat nuc transl cell count 5 µM: 1108; Autophagy HCS: i; Autophagy HCS cell loss 18 h: 7; WT yeast gro inh: -3; WT yeast gro inh mutant strain: -8; P. falciparum M17LAP: 2%; Dynein transport: -0.1; Dynein transport cytoplasmic EGFP: -0.071; Dynein transport nuclear GR-EGFP: 0.17; Dynein transport cell count: -0.12; Yfh1-depleted yeast: i; T cell modulator: i; T cell modulator vesicle-bound %: 12
CCN(C(=O)CSc1nnnn1-c1ccccc1)c1c(N)n(Cc2ccccc2)c(=O)[nH]c1=O in the list: P. falciparum M1AAP: -4%; MT stabilizer: 6.2; MT stabilizer Hoechst-high %: 2.0; MT stabilizer cytotoxicity %: 0.1; bCat nuc transl: -1.1; bCat nuc transl cell count 5 µM: 1110; Autophagy HCS: i; Autophagy HCS cell loss 18 h: 11; WT yeast gro inh: 19; WT yeast gro inh mutant strain: -1; P. falciparum M17LAP: 0%; Dynein transport: 0.87; Dynein transport cytoplasmic EGFP: -0.19; Dynein transport nuclear GR-EGFP: 0.63; Dynein transport cell count: -0.46; Yfh1-depleted yeast: i; T cell modulator: i; T cell modulator vesicle-bound %: 46
